Screening results from PubChem BioAssay.
Sm TGR block: blocks Schistosoma mansoni thioredoxin glutathione reductase; Q962Y6; purified TGR, DTNB reduction, TNB absorbance 405 nm; Potency, µM (highest dose often 114 µM), without a hit: at the top dose activity change, negative = inhibition, usual class: inhibitors; actives 3% (n = 360,000); further: potency means the concentration at half of the fitted maximal effect; nearly all actives have a fitted effect of over 60% in size
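First, TGR (20 nM dispensed) and NADPH were mixed with compound. Second, a 15 min room-temperature incubation followed. Third, further NADPH and then DTNB were added to start the reaction. Finally, TNB absorbance was monitored kinetically.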
HCV inh: HCV inhibition; Huh7.5.1 HCVcc-Cre infection, luciferase reporter, 44 h; Potency, µM (series often up to 41.8 µM), without a hit: top-dose activity change, negative = inhibition, usual class: inhibitors; actives 3.4% (n = 340,000); AID 651820; further: potency means the concentration at half of the fitted maximal effect
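Cells (1,000/well) were plated 4 h before compound, then infected with HCVcc-Cre virus (~0.5 moi). After 44 h further culture, infection was read as luciferase luminescence following a 15 min substrate incubation at room temperature.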
Giardia FBPA inh: blocks Giardia fructose-bisphosphate aldolase activity; A8B2U2; purified Giardia FBPA; Potency, µM (series often up to 59.6 µM), for inactives: top-dose activity, negative = inhibition, actives largely listed as inhibitors; actives 0.71% (n = 290,000); further: potency means the concentration at half of the fitted maximal effect; nearly all actives have a fitted effect of over 55% in size
Target sequence (A8B2U2 whole entry, looked up): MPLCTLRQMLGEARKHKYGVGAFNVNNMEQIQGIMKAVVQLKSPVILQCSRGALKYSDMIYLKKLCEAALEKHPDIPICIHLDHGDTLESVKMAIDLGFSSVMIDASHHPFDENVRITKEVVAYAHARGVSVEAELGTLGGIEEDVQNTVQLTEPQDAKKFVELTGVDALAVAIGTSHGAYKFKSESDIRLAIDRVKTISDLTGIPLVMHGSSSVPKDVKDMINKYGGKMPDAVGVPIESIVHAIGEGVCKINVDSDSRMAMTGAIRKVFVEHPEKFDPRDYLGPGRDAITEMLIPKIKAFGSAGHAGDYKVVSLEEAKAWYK
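40 nM FBPA preincubated 10 min at RT with compound (up to 57.5 uM final), then substrate plus GAPDH/TPI/NAD/arsenate coupling and diaphorase/resazurin added. Fluorescence read after 20 min at RT, 525/598 nm.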
AmpC inh detg: blocks E. coli AmpC beta-lactamase in detergent assay; P00811; AmpC hydrolysis of nitrocefin, absorbance 480 nm, 0.01% Triton; Potency, µM (highest dose often 114 µM), without a hit: at the highest dose activity change, negative = inhibition, actives largely listed as inhibitors; actives 0.041% (n = 370,000);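 further: potency means the concentration at half of the fitted maximal effect; 0% = no-compound wells and -100% = no-enzyme wells; nearly all actives have a fitted effect of over 25% in size; some results filed as inactive show a strong effect at the top dose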
Target sequence (P00811 whole entry, looked up): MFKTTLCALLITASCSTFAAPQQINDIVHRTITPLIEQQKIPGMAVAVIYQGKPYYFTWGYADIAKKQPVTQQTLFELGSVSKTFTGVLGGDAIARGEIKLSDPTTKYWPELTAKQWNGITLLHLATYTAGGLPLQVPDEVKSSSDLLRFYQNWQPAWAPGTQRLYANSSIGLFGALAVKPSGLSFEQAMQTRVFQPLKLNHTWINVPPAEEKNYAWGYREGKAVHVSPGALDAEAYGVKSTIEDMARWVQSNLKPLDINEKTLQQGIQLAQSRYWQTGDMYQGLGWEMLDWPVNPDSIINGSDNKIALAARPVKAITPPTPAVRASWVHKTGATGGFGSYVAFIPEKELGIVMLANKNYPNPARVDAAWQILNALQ
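20 mM phosphate pH 7.0 + 0.01% (detergent screen) or 0.0001% Triton X-100; 5.3 nM AmpC reagent; cpd preinc 15 min RT; nitrocefin (800 uM stock) to start; A480 q20 s × 4 min; Activity was normalised to no-enzyme and no-compound control wells.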
HCMV inh: inhibitors of human cytomegalovirus; AID 1259415; actives 4.5% (n = 410,000); HFF cells, HCMV-luciferase reporter, 72 h; hits give low values; activity change, negative = inhibition, % at 57.5 µM; in the data active means activity change below about -60%; inconclusive means no clear call, values can overlap the other calls; inactive means above about -39%
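Two-dose cell screen: HFF monolayers treated with compounds and infected with luciferase-expressing HCMV at 1 PFU/cell, 72 h at 37C, then lysed for luciferase measurement.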
AmpC inh no detg: blocks E. coli AmpC beta-lactamase in detergent-free assay; Potency, µM (doses to about 57.1 µM), for inactives: top-dose activity change, negative = inhibition, most hits filed as inhibitors; AmpC nitrocefin hydrolysis, absorbance 480 nm, 0.0001% Triton; actives 0.52% (n = 330,000); P00811; AID 485341;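 further: potency means the concentration at half of the fitted maximal effect; plate controls were no compound for no effect and no enzyme for full effect; nearly all actives have a fitted effect of over 20% in size; some results filed as inactive show a strong effect at the top dose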
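AmpC (5.3 nM in the dispensed reagent) in 20 mM phosphate pH 7.0 with 0.01% (detergent screen) or 0.0001% Triton X-100 was preincubated with compounds for 15 min at room temperature. Nitrocefin was then added from an 800 uM solution, and hydrolysis was followed at 480 nm.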
An asterisk follows results filed as active; ? = inconclusive; . = no result given; & = joins results of further samples; [ ] = another dose, or the depositor's remark. Unless noted, the call rests on the fitted dose curve; in most records, active means well fitted curve in the direction sought with a large enough effect; inconclusive means small, poorly fitted or top-dose-only effect, or another doubt; inactive means no such curve, though single readings can be large; an effect the other way counts as inactive or inconclusive. Unless noted, on the % scale 0 is the no-effect control and ±100 the full control effect.

SMILES	Sm TGR block	HCV inh	Giardia FBPA inh	AmpC inh detg	HCMV inh	AmpC inh no detg
O=C(COc1ccc(Br)cc1)Nc1ccccc1N1CCCC1	10%	-28%	1%	?	-22	-7%
CC(C)CCC(C)NC(=O)CN1C(=O)NC(C)(c2ccc3ccccc3c2)C1=O (configuration not stated)	?	?	.	0%	11	64%[activator]
Cc1cccc(C(=O)OCC(=O)NN2C(=O)NC3(CCC(C)CC3)C2=O)c1O (configuration not stated)	-1%	-2%[8.37 µM]	.	-16%	-2	-14%
O=C(Nc1ccc(F)c(Cl)c1)C1CCN(S(=O)(=O)c2ccc3[nH]c(=O)ccc3c2)CC1	5%	.	.	5%	0	.
CCOC(=O)C1CCN(C(=O)Nc2ccc3oc(C)nc3c2)CC1	-7%	-8%	-22%	?	-20	-8%
O=C(c1ccc(F)cc1)N1CCN(CCc2ccncc2)CC1	40µM*	.	.	26%	-5	.
CCOC(=O)c1c(C)[nH]c(C)c1C(=O)CSc1nnc(N)s1	-1%	-20%	4%	-1%	6	-20%
CC(=O)Nc1cc2c(cc1NC(=O)Cn1nc(-c3ccccc3F)ccc1=O)OCCO2	45µM*	-7%	2%	-12%	-19	-7%
Cc1ccc(NC(=O)Cn2cc(S(=O)(=O)N3CCCC3)c(S(=O)(=O)N3CCCC3)c2)cc1F	-1%	.	.	0%	11	.
Oc1ccccc1CN1CCCC(N2CCN(c3cccc(C(F)(F)F)c3)CC2)C1 (configuration not stated)	-9%	-19%	8%	-10%	-5	65%[activator]
Cc1ccc2nc(Cl)c(CN(Cc3cccs3)C(=O)C3CC3)cc2c1	0%	?	-3%	1%	7	-11%
CCOc1ccc(NC(=O)CCNS(=O)(=O)c2ccc3c(c2)oc(=O)n3C)cc1	7%&0%	2%	.	-1%&-6%	20&-7	-4%
Cc1ccc(NC(=O)C(c2ccccc2)N2Cc3ccccc3C2=O)cc1Cl (configuration not stated)	0%	.	.	18%	-15	.
COCCNC(=O)CCn1c(=O)oc2ccccc21	10%	28%	8%	?	-21	-3%
O=C(O)c1ccc(COc2ccc(Cl)cc2)o1	-26%	10%	21%	-9%	20	-17%
N=C1C(c2ccccc2)=C(O)CN1c1cccc(O)c1	1%	15%	4%	5%	-4	-8%
Brc1ccc(OCc2nnc(SCC3CCCCC3)o2)cc1	-2%	13%	0%	-11%	4	-20%
CN(Cc1ccccc1)C(=O)CCn1c(=O)c2cccn2c2cccnc21	-19%	5%	.	1%	7	-1%
O=C(c1ccccc1NS(=O)(=O)c1ccc(F)cc1)N1CCc2ccccc21	5%	-1%	-10%	-6%	-19	-23%
O=C(CSCc1ccccc1Br)N/N=C/c1ccc(OCC(=O)N2CCCCC2)cc1	-13%	-5%	5%	-9%	-37	33%
COc1cc(OC)c(C(=O)Nc2cc(Cl)ccc2-n2cncn2)cc1OC	-22%	13µM*	.	-13%	28	4%
Cc1c(Cl)cccc1NC(=S)NC1CCN(Cc2ccccc2)CC1	-9%	?	4%	-6%	-91*	-26%
O=C(c1ccc2c(c1)N(Cc1ccc(F)cc1)C(=O)c1ccccc1S2(=O)=O)N1CCCCCC1	-13%	.	.	-10%	?	.
CC(CCC(=O)O)C1CCC2C3C(O)CC4CC(O)CCC4(C)C3CC(O)C12C (configuration not stated)	-2%	4%	20%	-9%	-16	21%
O=[N+]([O-])c1ccc(N2CCN(c3ccccc3Cl)CC2)cn1	0%	-7%	2%	?	15	-6%
COc1ccc(CN2CCNC(=O)C2CC(=O)NCCCn2nnc3ccccc32)cc1C (configuration not stated)	-17%	1%	.	-6%	21	41%
CN1CCN(CCCNC(=O)c2ccc(NC(=O)C3=CSCCO3)cc2)CC1	-16%	11%	.	-7%	-25	-8%
COc1ccc2cc(OCC(=O)NNC(=O)Nc3ccc(F)cc3)ccc2c1	0%	21%	.	4%	-11	-45%
COCC(C)n1c(C)cc(C(=O)COC(=O)c2nn(C)c(=O)c3ccccc23)c1C (configuration not stated)	.	-19%	.	.	19	97%[activator]
O=C(O)c1ccccc1/C=N/NC(=O)C1CCCCC1	-2%	20%	-1%	-3%	5	-15%
CON(C)C(=O)c1ccccc1N(C)C(=O)OC(C)(C)C	.	-16%	.	.	0	-6%
Cc1ccccc1NS(=O)(=O)c1ccc(OCC(=O)N2CCN(C)CC2)cc1	4%	16%	.	7%	?	13%
C=CCn1c(CC(=O)Nc2cccc(OC)c2)nnc1SCC(=O)NC1CCCCC1	-3%	15%	1%	-19%	2	22%
COCCCNC(=O)COc1cc(C)c(Cl)c(C)c1	6%	12%	1%	?	-35	13%
O=C1N[C@@H](Cc2ccccc2)COC(=O)[C@H](Cc2ccc(F)cc2)CC/C=C/C[C@H]1CC(=O)N(CCO)Cc1ccccc1	.	?	.	.	-31	200%[activator]
O=C1/C(=C/c2ccncc2)Oc2cc(OS(=O)(=O)c3ccccc3)ccc21	5%	?	0%	5%	1	9%
CCCN1CCC(=O)N(CCSc2ccc(NC(C)=O)cc2)CC1	-3%	24%	2%&7%	4%	8	-1%
O=C(O)c1ccc(Cn2cnc3sc4c(c3c2=O)CCCC4)cc1	.	11%	19%	4%	3	-28%
COc1cc2c(cc1NC(=O)COC(=O)c1ccccc1)oc1ccccc12	.	.	3%	-9%	.	-27%
Cc1nnc(N/N=C/C(C)c2ccccc2)[nH]c1=O (configuration not stated)	8%	19%	?	5%	2	-8%
CCN1Cc2cc(OC)ccc2-c2ccccc2S1(=O)=O	.	-1%	.	.	-12	-17%
O=C(NC1CCCC1)C(c1ccccn1)N(C(=O)c1csnn1)C1CC1 (configuration not stated)	8%	0%	-6%	-7%	40	-16%
CN(C)c1ccc(NC(=O)COC(=O)c2cc(Cl)ccc2[N+](=O)[O-])cc1	-15%	3%	-8%	-11%	-32	-25%
CC1CCN(C(=O)CN2c3ccc(C(C)C)cc3-c3ccccc3S2(=O)=O)CC1	-2%	.	.	23%	24	.
Cc1ccc(Cl)cc1-n1c(=O)c2sc3ccccc3c2n(CC(=O)NC2CCCC2)c1=O	5%	.	.	-1%	-14	.
COc1c(S(=O)(=O)N2CCCC2)ccc(Cl)c1Cl	6%	?	6%	-11%	27	-21%
COc1cc(C2=NOC(C(=O)Nc3ccc(C)cc3)C2)cc(OC)c1OC (configuration not stated)	2%	?	-2%	0%	16	30%
COc1cccc(CNC(=O)C2CCC(=O)N(CCc3cccc(F)c3)C2)c1 (configuration not stated)	46%[activator]	1%	.	2%	?	51%
CCN(CC)CCNC(=O)c1ccc2c(=O)n(CCc3ccccc3)c(=O)[nH]c2c1	-1%	?	7%	0%	?	-4%
COc1ccc(C(=O)OCCOc2ccccc2C(C)=O)c(O)c1	9%	?	1%	1%	-26	-39%
Cc1ccc2nsnc2c1S(=O)(=O)Nc1cccc2nsnc12	45µM*	?	?	9%	-9	-11%
CCCCNC(=S)Nc1ccc(C(F)(F)F)cc1	-16%	?	0%	?	-19	-15%[11.4 µM]
NC(=O)c1ccc2c(c1)OCCO2	-3%	6%	0%	?	-18	-11%
Cc1ccc(-n2c(SCc3nc(-c4ccc(Cl)cc4)no3)nnc2-c2ccncc2)cc1	-2%	.	.	3%	-23	.
NS(=O)(=O)c1cccc(NC(=O)COC(=O)c2ccccc2SCC(=O)N2CCCC2)c1	.	7%	.	.	-1	-44%
CCC(=O)c1ccc(OCC(=O)c2ccc3c(c2)NC(=O)CO3)cc1	6%	-14%	7%	-3%	-18	-25%
Oc1ccc2n[nH]nc2c1	-2%	-8%	-6%	?	?	-40%
CC(=O)c1c(C)[nH]c(C(=O)NCc2ccccc2F)c1C	2%	?	-1%	-9%	12	-16%
Cc1ccccc1C(=O)c1c[nH]c(C(=O)NCc2ccco2)c1	-34%	-6%	0%	5%	29	-26%
Cn1c(SCC(=O)N2CCOCC2)nnc1-c1cccc(NC(=O)c2ccccc2)c1	-24%	9%	-6%	?	-15	2%

Later entries
SMILES	Sm TGR block	HCV inh	Giardia FBPA inh	AmpC inh detg	HCMV inh	AmpC inh no detg
Cc1c(C(=O)N(C)C)sc2c1c(=O)n(-c1ccc(F)cc1)c(=O)n2CC(=O)N(C)c1ccccc1	9%	.	.	-4%	8	.
Cc1ccc2c(COC(=O)c3ccccc3F)cc(=O)oc2c1	2%	4%	10%	9%	77	-12%
CCOC(=O)CSc1nnc(CNc2ccc(Cl)cc2)n1Cc1ccccc1	4%	4%	-1%	-12%	27	74%[activator]
COc1cccc(NC(=O)CSc2nnc3[nH]c(=O)cc(-c4ccccc4)n23)c1	-1%	.	.	1%	19	.
Cc1cc(C)n(-c2ccc(C(=O)N3CCN(c4ccccn4)CC3)cc2)n1	-3%	-13%	.	?	43	3%
O=C(CSc1nc2ccc(S(=O)(=O)N3CCOCC3)cc2[nH]1)N1CCOCC1	4%	27%	-3%	-14%	-9	-11%
Cc1ccc2occ(C3NC(C(=O)O)CS3)c(=O)c2c1 (configuration not stated)	-21%	7%	-16%	-1%	-24	-52%
CC(OC(=O)c1ccc(Cl)cc1)C(=O)NCc1ccc2c(c1)OCO2 (configuration not stated)	-6%	4%	.	0%	-16	-19%
O=C(Nc1ccccc1)c1cccc(C(F)(F)F)c1	-2%	22%	1%	-5%	-34	-22%
CCOC(=O)C(=O)Nc1ccc(S(=O)(=O)Nc2nccs2)cc1	4%	5%	-14%	-15%	44	-24%
O=C(O)c1ccc(COCC(F)(F)C(F)F)o1	-1%	11%	1%	-1%	-10	-9%
CC(C)(C)OC(=O)NCc1ccc(CNC(=O)c2nc[nH]c2C(=O)N2CCc3ccccc3C2)cc1	3%	?	.	7%	8	0%
C/C(=N\NC(=O)c1nc2ccccn2c1C)c1cccc([N+](=O)[O-])c1	-1%	?	1%	-1%	-27	-23%
O=C(NCc1ccccc1Cl)c1ccc2nc[nH]c2c1	1%	5%	9%	-9%	-24	-21%
O=C(COC(=O)/C=C/c1ccc(OC(F)F)cc1)Nc1ccc(S(=O)(=O)N2CCCC2)cc1	-16%	16%	-3%	?	-25	-22%
COc1cc2oc(=O)cc(-c3ccc(-c4ccc(C)cc4)cc3)c2c(OC)c1OC	.	18%	1%	.	3	-13%
CC1CCC2(CC1)NC(=O)N(CC(=O)Nc1ccc(C(N)=O)cc1)C2=O (configuration not stated)	.	2%	.	.	58	-13%
